CCHFV vOTU inh = CCHFV vOTU protease inhibitors, primary screen, biochemical, Pep-AMC substrate, fluorescence; inhibition, % at 11.5 µM; 0.55% of 370,000 active; AID 651958, 2012; Crimean-Congo hemorrhagic fever virus L polyprotein viral ovarian tumor (vOTU) protease …; in the data active means inhibition above about 30%; further: 0% = vehicle wells with enzyme and 100% = no enzyme wells
PfHsp40 rescue = rescue of yeast from PfHsp40 toxicity, primary screen, S. cerevisiae, ATP luminescence; S. cerevisiae expressing PfHsp40, growth rescue; growth rescue, % at 12.5 µM; 0.68% of 340,000 active; AID 504582, 2011; in the data active means growth rescue above about 28%, passing the limit was not always enough; inconclusive means no clear call, values can overlap the other calls;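 further: yeast W303a lacking pdr1 and pdr3 grown in galactose medium; growth measured after three days at 30 °C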
Anthrax LF inh2 = Bacillus anthracis LF protease inhibitors, primary screen, biochemical, multiplex microsphere, MLPCN library | AID 588501, 2011 | inhibition, % at 10 µM | 0.12% of 360,000 active | Lethal factor (Bacillus anthracis), P15917 | multiplex microsphere protease cleavage assay; further: plate controls were buffer without enzyme for full effect and enzyme alone for no effect
Target sequence (P15917 whole entry, looked up): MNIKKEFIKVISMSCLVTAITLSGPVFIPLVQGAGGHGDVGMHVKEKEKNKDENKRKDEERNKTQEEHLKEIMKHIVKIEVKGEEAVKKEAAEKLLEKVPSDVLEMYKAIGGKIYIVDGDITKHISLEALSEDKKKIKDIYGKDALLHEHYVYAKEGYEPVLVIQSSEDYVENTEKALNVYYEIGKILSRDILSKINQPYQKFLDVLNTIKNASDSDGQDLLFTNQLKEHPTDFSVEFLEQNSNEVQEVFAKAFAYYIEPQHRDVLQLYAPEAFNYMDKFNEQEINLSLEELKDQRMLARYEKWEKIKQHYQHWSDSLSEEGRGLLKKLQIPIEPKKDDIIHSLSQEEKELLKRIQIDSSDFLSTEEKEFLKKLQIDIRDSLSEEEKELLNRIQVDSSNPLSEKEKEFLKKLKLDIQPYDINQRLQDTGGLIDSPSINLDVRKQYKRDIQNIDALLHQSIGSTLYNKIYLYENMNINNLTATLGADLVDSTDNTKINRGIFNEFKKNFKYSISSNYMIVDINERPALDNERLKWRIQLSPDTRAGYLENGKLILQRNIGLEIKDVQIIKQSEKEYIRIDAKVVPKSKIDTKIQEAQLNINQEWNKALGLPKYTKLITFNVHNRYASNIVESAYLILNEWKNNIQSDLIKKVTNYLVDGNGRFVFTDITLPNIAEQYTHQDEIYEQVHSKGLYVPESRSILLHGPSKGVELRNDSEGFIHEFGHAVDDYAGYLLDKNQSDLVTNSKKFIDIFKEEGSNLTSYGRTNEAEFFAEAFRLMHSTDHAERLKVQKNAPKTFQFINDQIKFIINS
BoNT-F LC inh = BoNT/F light chain protease inhibitors, primary screen, biochemical, flow cytometry, MLPCN library; Multiplex microsphere protease cleavage assay; Botulinum neurotoxin type F light chain protease (Clostridium botulinum); inhibition, % at 10 µM; AID 588497, 2011; 0.22% of 360,000 active; in the data active means inhibition above about 35%, passing the limit was not always enough; inconclusive means no clear call, values can overlap the other calls; further: plate controls were buffer without enzyme for full effect and enzyme alone for no effect
FadD28 binding = inhibitors of FadD28 bisubstrate probe binding, primary screen, biochemical, fluorescence polarization, single point | AID 588549, 2011 | inhibition, % at 12.5 µM | 0.22% of 360,000 active | Mycobacterium tuberculosis FadD28 fatty-acid-AMP ligase; in the data active means inhibition above about 8.5%, passing the limit was not always enough; inconclusive means no clear call, values can overlap the other calls
Yp Topo-I inh = Yersinia pestis topoisomerase I inhibitors, primary screen, biochemical, cleavage product accumulation, plate reader, single point. DNA topoisomerase I (Yersinia pestis CO92). Y. pestis Topo-I cleavage product accumulation. activity, % at 10 µM. 0.064% of 360,000 active. AID 504884, 2011; in the data active means activity above about 50%, passing the limit was not always enough; inconclusive means no clear call, values can overlap the other calls; further: inactives centre near 2
TcdB inh = TcdB glycohydrolase inhibitors, primary screen, biochemical, single point, plate reader. Toxin B (Clostridioides difficile), P18177. TcdB glycohydrolase enzymatic assay. inhibition, % at 9.99 µM. 0.24% of 350,000 active. AID 652162, 2013; in the data active means inhibition above about 10%
PrPC surface inh = inhibitors of human cell surface prion protein PrPC, primary screen, cell-based, TR-FRET; Major prion protein (Homo sapiens), P04156; TR-FRET read-out; inhibition, % at 13.8 µM; 0.43% of 370,000 active; AID 720596, 2013; in the data active means inhibition above about 24%; further: 0% = median of the test wells and 100% = reference compound wells
BoNT A protease = BoNT/A light chain protease inhibitors, primary screen, biochemical, flow cytometry, MLPCN library; multiplex microsphere protease substrate cleavage; AID 588499, 2011; 0.17% of 360,000 active; Botulinum neurotoxin type A light chain protease (Clostridium botulinum A str. ATCC 3502); inhibition, % at 10 µM; further: plate controls were buffer without enzyme for full effect and enzyme alone for no effect
The depositor's hits bear a star; ? = inconclusive; · = no result given. Unless noted, no stated cut-off is given here; in the data, active means inhibition above about 30%; inconclusive means no clear call, values can overlap the other calls; inactive means below that.

SMILES | CCHFV vOTU inh | PfHsp40 rescue | Anthrax LF inh2 | BoNT-F LC inh | FadD28 binding | Yp Topo-I inh | TcdB inh | PrPC surface inh | BoNT A protease
CCOC(=O)C1CCCN(C(=O)CNS(=O)(=O)c2ccc(Br)s2)C1 (stereo not given) | -0.4 | 0.8 | -2.8 | -3.6 | -2.7 | -2.1 | 2.0 | 2.9 | 0.9
Cc1cccc(NC(=O)CN2C(=O)S/C(=C\c3ccc(-c4cccc(C(=O)O)c4C)o3)C2=O)c1 | 2.2 | 4.4 | · | · | · | · | -0.2 | -7.3 | ·
CC(C)(C)N1CC23C=CC(C[C@@H]2C1=O)O3 (stereo not given in full) | 5.6 | -0.7 | -4.0 | -0.6 | -0.7 | 2.3 | 1.3 | 4.6 | -0.4
Cc1nn(CC(C)C)c(Cl)c1C(=O)NC1CCCCC1 | -1.6 | 0.9 | 2.0 | 18.2 | -0.6 | -1.5 | -1.6 | -0.5 | -2.2
O=C(CNC(=O)c1ccc2c(c1)OCCO2)N/N=C/c1cccc(Br)c1 | 13.4 | 1.4 | 0.0 | -1.4 | -3.6 | 14.4 | -0.2 | 6.9 | -0.3
CCOC(=O)/C(C#N)=C/c1ccc(N2CCN(C)CC2)cc1 | -6.8 | -0.2 | 2.3 | -1.6 | -0.9 | -6.4 | · | -7.3 | 0.0
Cc1cc(C)nc(SCC(=O)OC(C)C(=O)Nc2ccccc2)n1 (stereo not given) | 12.1 | 1.3 | 1.2 | 1.2 | -4.9 | 1.1 | 0.6 | 6.4 | -1.2
O=C(CSc1ccc([N+](=O)[O-])cc1)Nc1cccc(S(=O)(=O)N2CCOCC2)c1 | 7.9 | -0.9 | -0.5 | -1.8 | · | -12.6 | 1.1 | -16.8 | -1.1
COc1ccc(C(=O)N2CCC(C)(C(=O)NS(=O)(=O)C3CC3)C2)cc1 (stereo not given) | -2.8 | · | 6.1 | -5.9 | 1.5 | 0.2 | -1.2 | -4.0 | -0.2
CCNC(=O)C1(C)CCN(C(=O)c2c(F)ccc(C)c2F)C1 (stereo not given) | -10.9 | · | -4.3 | 7.1 | -3.5 | -0.6 | 1.8 | 0.5 | 0.2
CC(OC(=O)c1ccc(NC(N)=O)cc1)C(=O)Nc1ccc2c(c1)OCCO2 (stereo not given) | 20.1 | -0.2 | -6.2 | -5.5 | -2.8 | -9.3 | -6.7 | 4.8 | 0.1
Cc1ccc2nnn(Cc3cccc(C(C)(C)C)c3O)c2c1 | 10.0 | 9.0 | -2.9 | -5.0 | -0.6 | 11.3 | 1.3 | 7.4 | 0.0
Cc1ccccc1NC(=O)Cc1nnc(N)s1 | -13.8 | -0.2 | -15.4 | ? | -1.1 | 1.8 | 1.2 | 2.8 | -20.4
Cc1cc(C(=O)COc2ncnc3sccc23)c(C)n1C | 6.9 | 1.7 | 1.3 | 6.1 | -0.5 | 9.4 | · | 7.5 | 0.9
COc1ccc(NC(=O)Nc2ccc(F)c(Cl)c2)cc1 | 6.9 | -0.5 | -1.8 | -5.4 | 0.9 | -4.0 | · | 18.3 | -0.6
Cc1ccc(N/N=C(\C#N)C(N)=S)c(C)c1 | -7.0 | ? | -5.5 | -6.8 | 2.3 | -3.1 | · | -2.3 | 0.2
Cc1sc(NC(=O)c2ccco2)c(C(c2ccccc2)N2CCC(C)CC2)c1C (stereo not given) | 4.8 | 1.4 | -6.8 | -3.8 | -2.8 | 4.0 | -0.3 | 7.2 | -0.3
O=C(CSc1nnc(CCCN2C(=O)c3cccc4cccc(c34)C2=O)n1-c1ccccc1)N1CCN(CCO)CC1 | 8.4 | -0.3 | 8.9 | 8.5 | -2.0 | 27.4 | · | -25.6 | 0.8
CC(=O)N1CCOc2ccc(S(=O)(=O)NCc3ccccc3Cl)cc21 | -6.5 | -1.4 | 3.0 | -4.3 | -4.2 | 6.4 | 2.7 | 8.0 | -2.1
O=c1[nH]c2cccc(Cl)c2n(CCNc2ncc(C(F)(F)F)cc2Cl)c1=O | 13.3 | 0.1 | 0.4 | -0.9 | -0.9 | 17.3 | · | 5.9 | -0.5
Cc1nnc(SC(C)C(=O)N2CCc3ccccc32)s1 (stereo not given) | 0.2 | -0.4 | -0.7 | 5.4 | -0.9 | -0.5 | · | 2.5 | 0.6
CC(=O)c1c(C)[nH]c(C(=O)OCC(=O)NNC(=O)c2ccc([N+](=O)[O-])cc2)c1C | 35.3* | -0.1 | -4.9 | -7.2 | -1.3 | -1.9 | -0.4 | -26.9 | 0.7
O=C1NC(=O)C2(COC(c3cccnc3)OC2)S1 (stereo not given) | -3.3 | 2.7 | 1.9 | -2.4 | -0.2 | 0.8 | 0.1 | -4.5 | -0.1
O=C(O)c1ccc(S(=O)(=O)N(Cc2ccccc2)Cc2ccccc2)cc1 | -6.4 | -3.2 | 3.0 | -3.2 | 0.1 | 7.8 | -1.5 | -6.5 | -0.1
Cc1cccc(NS(=O)(=O)c2ccc(C)c(C(=O)N(C)C3CCN(C)CC3)c2)c1 | -6.5 | 1.3 | 0.7 | -15.3 | -4.4 | -7.6 | -0.1 | -6.2 | -8.5
Cc1nc2ccccc2c(=O)n1/N=C/c1cn(-c2ccccc2)nc1-c1cccs1 | 16.2 | 19.0 | 1.1 | -0.7 | -2.9 | -10.5 | · | 6.4 | 0.1
C/C(=C\c1cccc(Cl)c1)C(=O)c1c(C)cc(C)[nH]c1=O | 8.5 | 0.5 | 0.3 | -8.8 | -1.7 | 16.1 | 1.2 | 2.2 | -1.3
Cc1cc(Br)ccc1OCC(=O)NNC(=O)CCc1ccccc1 | 4.5 | -0.5 | 16.2 | -8.9 | -0.4 | 5.2 | 2.0 | 3.1 | -4.4
COc1ccc(NC(=O)COC(=O)/C=C/c2ccccc2[N+](=O)[O-])cc1OC | 10.0 | -1.2 | -0.3 | -3.9 | -2.1 | -1.7 | -2.6 | 0.3 | 0.8
CCOC(=O)C1CCCN(CC(=O)N(C)c2c(N)n(Cc3ccccc3)c(=O)[nH]c2=O)C1 (stereo not given) | -12.5 | -0.4 | -2.3 | -13.6 | 0.8 | -5.0 | -0.5 | -2.4 | -3.1
CC1CC(C)CN(C(=O)COC(=O)Cc2ccc(Cl)cc2)C1 (stereo not given) | -4.2 | 0.3 | 15.4 | 0.0 | · | 0.5 | 0.8 | -0.3 | -1.8
CCN1CCN(c2ccc(S(=O)(=O)N3CCCCC3)cc2NC(=O)c2ccc(OC(F)F)cc2)CC1 | 13.7 | -0.2 | -2.0 | -7.0 | -1.2 | -0.8 | 0.0 | -0.1 | 0.3
CN1CCN(C(=O)/C=C/c2ccc(Cl)cc2)CC1 | 5.8 | 3.5 | -7.7 | -0.9 | -1.9 | -12.3 | -0.9 | -6.4 | 0.7
CCC(=O)Nc1cccc(NC(=O)CN2CCN(c3ccccc3OC)CC2)c1 | · | -1.1 | -9.8 | 0.1 | 1.4 | 1.7 | · | · | -0.8
CCCN(C(=O)CCc1ccc(OC)cc1)c1c(N)n(Cc2ccccc2)c(=O)[nH]c1=O | 8.6 | 0.7 | 5.4 | -7.4 | -2.9 | -8.4 | 0.9 | 10.1 | -0.1
CN(C(=O)COc1ccccc1C(=O)NCc1ccccc1)C1CCS(=O)(=O)C1 (stereo not given) | -5.2 | 0.1 | · | · | -1.8 | 9.0 | 1.8 | 7.9 | ·
Cc1cc(NC(=O)c2ccccc2)sc1C | 11.6 | -0.3 | -2.3 | 1.8 | -0.3 | -0.4 | · | 1.9 | -0.3
CSCCC(c1nnnn1Cc1ccccc1)N1CCN(C/C=C/c2ccccc2)CC1 (stereo not given) | 2.7 | · | 2.0 | -9.9 | -0.8 | · | 1.1 | -6.4 | -0.8
CC(C)(C)NS(=O)(=O)c1ccc(NC(=O)C2CCCO2)cc1 (stereo not given) | -6.1 | 0.8 | -17.9 | 0.7 | -1.8 | -4.8 | 0.1 | 0.1 | -2.5
O=S(=O)(/N=C(/Nc1ccc(F)c(F)c1F)c1ccccc1)c1ccccc1 | 15.9 | 1.2 | -2.6 | -2.8 | 0.2 | 6.6 | · | 3.7 | -0.4
CC(=O)c1c(C)[nH]c(C(=O)COc2cc(C)cc(C)c2)c1C | -0.8 | -1.5 | -5.0 | 0.2 | -1.6 | -10.6 | · | -0.2 | 2.2
Cc1nc(CCNC(=O)CC2C(=O)NCCN2Cc2ccccc2)nc2c1CCC2 (stereo not given) | 8.9 | -0.3 | 0.9 | -2.7 | -0.8 | 19.4 | 0.4 | 3.7 | 2.0
CC(=O)c1c(C)[nH]c(C(=O)COC(=O)c2ccc3c(=O)n4c(nc3c2)CCC4)c1C | -17.3 | 0.4 | -1.7 | -2.8 | -0.3 | -7.4 | · | -1.6 | -0.2
COc1cccc(NC(=O)[C@H](CC(C)C)NC(=O)[C@@H]2Cc3ccccc3CN2)c1 | 11.6 | 0.7 | 0.1 | -3.8 | -2.0 | 0.3 | -0.6 | 8.9 | -0.2
FC(F)(F)c1cccc(Cc2noc(CN3CCCCC3c3ccccn3)n2)c1 (stereo not given) | 11.6 | 3.6 | 0.2 | 1.8 | -3.3 | 8.3 | 2.7 | 1.2 | -0.7
CC(C)C(=O)N1CCCC1(C)C(=O)Nc1ccc(F)cc1 (stereo not given) | -6.5 | · | -5.9 | 5.2 | -0.1 | 0.9 | -0.8 | 4.8 | 0.0
COC(=O)c1ccc(/C=N/NC(=O)C2CC(=O)N(c3ccc(OC)cc3)C2)cc1 (stereo not given) | -13.0 | 1.1 | -1.2 | -4.7 | 1.9 | -3.7 | -0.8 | 4.9 | -2.2
CCOC(=O)Nc1ccc2c(c1)Cc1cc([N+](=O)[O-])ccc1-2 | 8.7 | 1.9 | 1.1 | -1.4 | -2.9 | -7.9 | 5.8 | -7.5 | 1.9
O=C(NCCCN1CCC(Cc2ccccc2)CC1)C1CCN(S(=O)(=O)N2CCC3(CC2)OCCO3)CC1 | -9.1 | 0.8 | -5.1 | -0.9 | 0.3 | 7.9 | 0.3 | -2.0 | 0.0
O=S(=O)(Cc1ccccc1Cl)N1CCN(Cc2ccc3c(c2)OCO3)CC1 | 11.7 | -0.5 | -3.7 | -8.8 | -1.3 | 26.9 | · | -4.2 | 1.5
Cc1ccccc1NS(=O)(=O)c1cccc(C(=O)Nc2cccc(C(=O)O)c2)c1 | -9.8 | -0.6 | 4.9 | ? | -1.5 | 3.1 | -0.1 | 1.6 | -1.7
CCOC(=O)c1[nH]c(=S)n(-c2ccccc2)c1C(=O)OCC | 16.1 | · | 2.0 | 5.2 | -2.5 | 6.4 | 6.8 | 0.5 | 0.0
NS(=O)(=O)OC(CCc1ccccc1)C(Cl)(Cl)Cl (stereo not given) | 5.0 | -0.7 | -1.8 | -7.4 | 0.4 | 9.8 | 2.4 | 5.2 | -0.5
Cc1cccc(C)c1N(CC(=O)N1CCCC1)S(C)(=O)=O | -10.4 | -1.2 | 5.2 | ? | -3.1 | -6.5 | -0.1 | 4.8 | 3.3
COc1ccc(NC(=O)C(c2ccc(OC)cc2)N(C)C(=O)CNC(C)=O)cc1 (stereo not given) | 0.7 | -0.4 | 0.0 | -7.2 | -4.4 | -1.7 | · | 11.2 | -0.4

This is a random part of the collection; about 2.3% have a hit in one of these screens.
